# High-throughput results from PubChem.
# POLI inh: DNA polymerase iota (human) inhibition | actives 1% (n = 390,000) | Q9UNA4 | Pol iota fluorescent replication assay, 10 min | AID 588590 | Potency, µM (doses to about 115 µM), without a hit: at the top dose activity, negative = inhibition, actives largely listed as inhibitors; also: potency is read from the fitted curve at half-maximal effect
#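 Pol iota at 10 nM preincubated 15 min with compounds at room temperature; reaction started with fluorescent substrate, 50 nM final. Fluorescence read kinetically at 0 and 10 min; buffer-only wells as negative control.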
# Pol kappa inh: inhibitors of human DNA polymerase kappa; actives 0.53% (n = 400,000); purified Pol kappa, fluorescent DNA synthesis assay, 10 min; Potency, µM (top dose mostly 107 µM), without a hit: at the top dose activity, negative = inhibition, hits mostly inhibitors; Q9UBT6; AID 588579; also: potency is read from the fitted curve at half-maximal effect; % is scaled to controls: 0 for no effect and ±100 for the full control effect
#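 Kinetic fluorescence screen: compound preincubated 15 min RT with 10 nM enzyme; 50 nM substrate (final) initiates; reads at 0/10 min.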
# APE1 inh: blocks human APE1 abasic DNA cleavage; actives 0.35% (n = 350,000); recombinant APE1, TAMRA/BHQ-2 abasic DNA cleavage fluorescence; Potency, µM (doses to about 65.8 µM), without a hit: at the top dose activity change, negative = inhibition, actives largely listed as inhibitors;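 also: potency is read from the fitted curve at half-maximal effect; plate controls were vehicle for no effect and reference inhibitor for full effect; nearly all actives have a fitted effect of over 55% in size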
# Target sequence (P27695 whole entry, looked up): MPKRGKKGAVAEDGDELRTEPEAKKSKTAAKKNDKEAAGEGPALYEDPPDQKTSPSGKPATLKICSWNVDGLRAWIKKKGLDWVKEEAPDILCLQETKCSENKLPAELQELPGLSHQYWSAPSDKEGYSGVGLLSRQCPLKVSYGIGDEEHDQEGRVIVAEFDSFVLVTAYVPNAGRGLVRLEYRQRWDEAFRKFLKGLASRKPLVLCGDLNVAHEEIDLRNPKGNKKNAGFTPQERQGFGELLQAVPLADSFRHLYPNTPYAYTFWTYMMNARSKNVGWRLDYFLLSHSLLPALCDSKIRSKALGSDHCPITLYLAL
#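 APE1 at 0.75 nM preincubated 15 min at room temperature with compound. Reaction then started with 50 nM double-stranded THF-abasic substrate labelled with TAMRA/BHQ-2, and 525/598 nm fluorescence read kinetically. Activity taken as third-minus-first read difference, normalized to DMSO and NSC13755 controls.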
# BLM helicase inh: Bloom syndrome helicase (human) inhibition | P54132 | recombinant BLM DNA unwinding, fluorescence dequenching | Potency, µM (doses to about 56.1 µM), without a hit: top-dose activity change, negative = inhibition, usual class: inhibitors | actives 0.2% (n = 350,000);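 also: potency is read from the fitted curve at half-maximal effect; plate controls were vehicle for no effect and no enzyme for full effect; nearly all actives have a fitted effect of over 35% in size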
# Tb PGK inh: T. brucei PGK inhibition; actives 0.043% (n = 380,000); PGK/GAPDH coupled, Kinase-Glo luminescence, 60 min; Potency, µM (highest dose often 57.5 µM), without a hit: top-dose activity change, negative = inhibition, most hits filed as inhibitors; P07378; AID 602233; also: potency is read from the fitted curve at half-maximal effect; % is scaled to controls: 0 for no effect and ±100 for the full control effect; nearly all actives have a fitted effect of over 60% in size
# Target sequence (P07378 whole entry, looked up): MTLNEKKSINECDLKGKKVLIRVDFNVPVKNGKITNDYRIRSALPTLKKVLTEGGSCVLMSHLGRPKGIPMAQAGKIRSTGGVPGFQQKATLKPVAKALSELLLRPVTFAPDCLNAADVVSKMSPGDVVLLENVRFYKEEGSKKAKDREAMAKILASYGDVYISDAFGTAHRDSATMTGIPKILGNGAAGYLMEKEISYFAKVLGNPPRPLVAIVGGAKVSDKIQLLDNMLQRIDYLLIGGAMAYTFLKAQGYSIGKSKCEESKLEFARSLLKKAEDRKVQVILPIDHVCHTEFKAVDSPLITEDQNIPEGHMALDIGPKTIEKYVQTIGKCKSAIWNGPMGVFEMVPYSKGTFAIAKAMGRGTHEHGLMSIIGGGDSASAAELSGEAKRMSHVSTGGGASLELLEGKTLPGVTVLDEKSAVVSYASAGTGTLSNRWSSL
#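 Recombinant glycosomal PGK reaction used 1,3-bisphosphoglycerate generated in-well by GAPDH (100nM final) in 100mM TEA pH 7.6, 5mM MgCl2, 0.01% Tween-20. After 60 minutes at room temperature, ATP was read by Kinase-Glo Plus luminescence end-point.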
# Pol eta inh: blocks human DNA polymerase eta activity | Potency, µM (titrated, usually from 114 µM), for inactives: top-dose activity change, negative = inhibition, actives largely listed as inhibitors | recombinant Pol eta, fluorescent DNA replication assay | actives 1.2% (n = 390,000); also: potency is read from the fitted curve at half-maximal effect; % is scaled to controls: 0 for no effect and ±100 for the full control effect
#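 Fluorescent replication assay: 50 nM final substrate added after a 15 min room-temperature compound preincubation with 10 nM enzyme. Signal taken at 0 min and again at 10 min.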
# RXFP1 antagonist: RXFP1 (human) relaxin receptor antagonism; AID 1259400; Q9HBX9; activity change, negative = inhibition, % at 57.5 µM; HEK293-RXFP1, relaxin-stimulated cAMP HTRF, 30 min; active compounds read low; actives 0.59% (n = 350,000);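 active = activity change of -60% or lower, but not beyond a set lower limit; inconclusive = change between -60% and -40%, or beyond the set limit; inactive = change above -40%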; also: % is scaled to controls: 0 for no effect and ±100 for the full control effect
# Pol beta inh: blocks human DNA polymerase beta activity | Pol beta primer extension/strand displacement, fluorescence kinetic | Potency, µM (series often up to 114 µM), for the others: at the top dose activity change, negative = inhibition, hits mostly inhibitors | actives 1.3% (n = 340,000); also: potency is read from the fitted curve at half-maximal effect; % is scaled to controls: 0 for no effect and ±100 for the full control effect
#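 Values derive from four-parameter Hill fits of normalized kinetic data: reads at 0 and 10 min following addition of 50 nM substrate to 10 nM Pol beta preincubated 15 min with compound.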
# Apoferritin bind: candidate novel general anesthetic via apoferritin binding; apoferritin/1-aminoanthracene competitive binding, fluorescence; actives 0.074% (n = 350,000); P02791; Potency, µM (titrated, usually from 77.5 µM), for inactives: at the highest dose activity change, negative = displacement, actives largely listed as inhibitors; also: potency is read from the fitted curve at half-maximal effect; % is scaled to controls: 0 for no effect and ±100 for the full control effect; nearly all actives have a fitted effect of over 20% in size
# Target sequence (P02791 2-175 limits assumed): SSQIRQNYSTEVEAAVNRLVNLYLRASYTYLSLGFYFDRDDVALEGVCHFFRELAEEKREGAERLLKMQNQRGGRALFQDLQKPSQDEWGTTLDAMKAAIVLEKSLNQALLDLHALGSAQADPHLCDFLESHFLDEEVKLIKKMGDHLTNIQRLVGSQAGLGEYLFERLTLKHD
#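 Steps: apoferritin (10 uM) was premixed with half-saturated 1-AMA in PBS, compounds were pin-transferred, plates stood 10 min at room temperature, fluorescence was read at 380/535 nm, and curves were fitted with a Hill equation.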
# Active calls of the source: *; i = inactive; ? = inconclusive; · = no result given; & = joins results of further samples; [ ] = another dose, or the depositor's remark. Unless noted, calls follow the shape of the dose curve; as a rule, active = well fitted curve in the direction sought with a large enough effect; inconclusive = small, poorly fitted or top-dose-only effect, or another doubt; inactive = no such curve, though single readings can be large; an effect the other way counts as inactive or inconclusive. Some of the compounds tested. The share of hits here may be higher or lower than overall.
SMILES,POLI inh,Pol kappa inh,APE1 inh,BLM helicase inh,Tb PGK inh,Pol eta inh,RXFP1 antagonist,Pol beta inh,Apoferritin bind
O=C(Cc1ccc(S(=O)(=O)N2CCOCC2)s1)N1CCN(c2ccc(C(F)(F)F)cc2[N+](=O)[O-])CC1,11%,-23%,-1%,·,-3%,-13%,·,·,·
CCOC(=O)C1=C(C)N(C)C(=S)NC1c1cccc(Cl)c1Cl (stereo not given),19%,4%[60.1 µM],-2%,-9%,-4%,-17%,-5,-15%,-19%
COCCNC(=S)N/N=C(\C)c1cccc([N+](=O)[O-])c1,21%,-17%,-1%,2%,i,-19%,-10,18%,-10%
O=C(CSc1n[nH]c(-c2ccncc2)n1)Nc1ccccc1,-18%,-2%,5%,2%,i,-8%,?,50%,4%
Cc1cccc(OCC(=O)N(Cc2cccc(Cl)c2)Cc2ccco2)c1C,-11%,2%,·,-8%,·,·,-27,-3%,74%[activator]
CC(C1CC2CCC1C2)n1c(-c2cccs2)n[nH]c1=S (stereo not given),37%[activator],0%,-15%,-8%,0%,-15%,-25,-25%,0%
COc1ccc(C(=O)Nc2c(Cl)cc(Cl)cc2C(=O)NCc2ccco2)cc1,16%,-7%,11%,0%,2%,-11%,-2,-7%,7%
COc1ccccc1OCCNC(=O)c1cc(F)c(F)cc1Cl,4%,-1%,0%,-2%,-4%,-7%,1,-6%,-8%
CCOC(=O)NC(N(O)c1cccc(Cl)c1)C(Cl)(Cl)Cl (stereo not given),?,-6%,4%,-9%,i,-21%,-15,17%,?
Cc1ccc(S(=O)(=O)N2CCN(C(=O)c3ccccc3OCc3c(C)noc3C)CC2)cc1,4%,-5%,42%,·,-1%,-9%,10,·,·
COc1cccc(C(=O)N(Cc2sccc2C)C2CCS(=O)(=O)C2)c1 (stereo not given),12%,9%,·,0%,·,·,-3,12%,-6%
CC(C)COC(=O)Nc1nnc(SCc2ccccc2F)s1,-8%,-19%,8%,-14%,-9%,-8%,7,-3%,-19%
O=[N+]([O-])c1ccc(Nc2c3ccccc3nc3ccccc23)cc1,-10%,3%,-2%,-5%,-8%,-13%,?,-24%,-8%
COc1cccc2cc(C(=O)Nc3cccc(C)n3)c(=O)oc12,3%,-5%,3%,-1%,-5%,2%,18,4%,-4%
CCCCn1c(=O)[nH]c2ccccc21,-9%,6%,-3%,2%,-2%,-1%,·,8%,-3%
Cc1cc2c(cc(C(=O)OC(C(=O)NCC3CCCO3)C(C)C)n2C)o1 (stereo not given),56%[activator],-4%,3%,-6%,-10%,-24%,-14,-1%,-5%
O=C(NC1(Cc2ccc(O)cc2)CCCCC1)c1ccccc1,0%,-21%,15%,0%,2%,-7%,1,26%,-10%
COc1ccccc1CNC(=O)CSc1nc2nc(C)c(Cc3ccccc3Cl)c(C)n2n1,35%[activator],4%,·,2%,2%,-22%,-19,-2%,-21%
CCOC(=O)c1cc(C)sc1NC(=O)CCC(=O)O,-7%[58.9 µM],-4%,17%,0%,-8%,-9%,21,26%,-4%
Cc1cccc(NC(=O)C2CCN(S(=O)(=O)c3ccc4c(c3)OCCO4)CC2)n1,17%,-5%,0%,·,1%,4%,-17,·,·
CC1CCOC2(O1)C(=O)N(CN1CCN(c3cccc(Cl)c3)CC1)c1ccccc12 (stereo not given),3%,-1%,-2%,1%,i,8%,-1,9%,-21%
CN(C)C(=O)CCC(=O)N1CCCC(N2CCN(c3cccc(C(F)(F)F)c3)CC2)C1 (stereo not given),30%[activator],-5%,-10%,-1%,-5%,-4%,6,7%,-12%
COc1ccc(OC)c(NC(=O)Cn2c(=O)n(Cc3nc(C)no3)c(=O)c3ccccc32)c1,29%,0%,·,-1%,-5%,-8%,-9,38%,4%
COc1ccc(NC(=O)COc2ccc3c(c2)OCO3)cc1,6%,6%,14%,-7%,i,-16%,-21,0%,6%
S=c1nc(-c2ccccc2)n(CCN2CCOCC2)c2c1CCCC2,48%[activator],-6%,16%,-3%,i,-4%,-3,-1%,-10%
COC1C(CO)OC(n2c3c(Cl)cccc3c3c4c(c5c6cccc(Cl)c6[nH]c5c32)C(=O)NC4=O)C(O)C1O (stereo not given),0%,-8%,·,·,i,?,8,·,·
O=C(Nc1ccc(C(=O)N2CCN(c3ccc(F)cc3)CC2)cc1)c1nsc2ccccc12,-16%,-8%[60.1 µM],·,-12%,-5%,-21%,-16,3%,6%
CN1CCN(C(=O)c2ccccc2NC(=O)c2cccs2)CC1,-2%,-4%,-1%,1%,i,-9%,-1,7%,-10%
CCn1nc(NS(=O)(=O)c2cccc3nonc23)c2cc3ccc(C)cc3nc21,-3%,-10%,-12%,-2%,5%,3%,-24,26%,-15%
CC(=O)Nc1ccc(SC[C@H](C)CN2CC[C@H](C(C)(C)C)CCC2=O)cc1,8%,9%&-5%,-25%,·,-8%,-20%,·,·,·
CSC(=NC#N)N1CCN(c2c(C)cccc2C)CC1,10%,-7%,-5%,-1%,-3%,2%,-8,-29%,-11%
COc1cc(C(=O)Nc2ccc(C)cn2)ccc1OCC(=O)N1CCOCC1,16%,0%,21%,·,-3%,-14%,1,·,·
Cc1ccc(-n2c(CSc3nc(C)cc(C)n3)nnc2SCC(=O)NCc2ccco2)cc1,17%,-8%,4%,-10%,-3%,-14%,-5,6%,-12%
Cc1c(CCC(=O)N[C@@H](CC(C)C)C(=O)O)c(=O)oc2c(C)c3oc4c(c3cc12)CCCC4,37%[activator],-7%,19%,-5%,-8%,-10%,6,-1%,-6%
Cc1ccc(-n2ncc3c(Nc4ccc5c(c4)OCCO5)ncnc32)cc1Cl,0%,-8%[60.1 µM],·,-8%,-1%,2%,-2,-7%,61%[activator]
COc1cc(C(=O)O)ccc1O,47%[activator],-14%,-4%,1%,-3%,-11%,·,-25%,-4%
NS(=O)(=O)c1ccc(NC(=O)Nc2ccc(C(F)(F)F)cc2)cc1,10%,5%,9%,-6%,-5%,-23%,-3,3%,1%
COc1ccc(CNC(=O)CN2C(=O)CSc3ccc(S(=O)(=O)N4CCOCC4)cc32)cc1,30%,2%,7%,2%,-9%,-15%,0,8%,4%
CC(C)CNS(=O)(=O)c1ccc(CCC(=O)O)cc1,-1%,-1%,11%,1%,6%,-8%,9,9%,4%
O=S(=O)(c1cccc2cccnc12)N1CCN(Cc2ccccc2)CC1,57%[activator],6%,1%,-1%,7%,6%,-2,4%,-13%
O=C(c1ncc[nH]1)c1ccco1,15%,-7%,-1%,-7%,-3%,-7%,6,34%,-8%
Cc1nn(C)cc1CN(C)S(=O)(=O)c1cccc([N+](=O)[O-])c1,74%[activator],5%,-1%,-11%,i,-13%,-9,-6%,-8%
CC(=O)CSc1nc2c(c(=O)[nH]c(=O)n2C)n1Cc1ccccc1Cl,31%[activator],-27%,3%,6%,3%,1%,-32,41%,-4%
O=C(c1cccc(C(F)(F)F)c1)C1CCCN(C(=O)c2cc(C3CC3)[nH]n2)C1 (stereo not given),40%[activator],-4%,29%,-4%,5%,-18%,17,1%,?
Cc1ccc(CC(=O)N/N=C/c2ccc3c(c2)OCO3)cc1,81%[activator],2%,-3%,0%,i,-8%,7,32%[activator],-17%
O=C(Cc1ccc(Cl)cc1)N/N=C/c1c(Cl)cccc1Cl,?,-8%,3%,-2%,-8%,-7%,-5,8%,2%
COc1ccc2c(c1)CC(NC(=O)Nc1ccc(Br)c(C)c1)CO2 (stereo not given),4%,-2%[60.1 µM],·,-2%,-9%,13%,-5,-2%,-8%
Cc1oc2ccccc2c1CNC(=O)N(C)C,153%[activator],-4%,5%,-6%,7%,-7%,-11,5%,10%
COCCNC(=O)c1ccc2snnc2c1,1%,-2%,-4%,3%,i,-7%,-1,0%,-7%
CCN(CC)CCCNC(=O)c1ccc2c(=O)n(CCc3ccccc3)c(=O)[nH]c2c1,24%,11%,·,1%,-3%,-16%,·,16%,-9%
COc1ccc(NC(C)=O)cc1S(=O)(=O)N(C)Cc1c(C)nn(-c2ccccc2)c1C,-15%,-22%,-2%,·,0%,-8%,-10,·,·
CCCOP(=O)(c1ccc(N(C)C)cc1)C(Nc1ccccc1)c1ccc(N(C)C)cc1 (stereo not given),12%,-2%,6%,-8%,6%,-27%,-10,-3%,-9%
O=S(=O)(Nc1nc(-c2ccccc2)cs1)c1cccc(C(F)(F)F)c1,-19%,-18%,53%[activator],-3%,-1%,-5%,-16,2%,-7%
COCc1ccc(C(=O)Nc2cccc(S(=O)(=O)N(C)c3ccccc3)c2)cc1,40%[activator],-10%,-17%,·,5%,-24%,3,·,·
Cc1ccccc1C(=O)NC1(C(F)(F)F)N=C(c2ccccc2)N(C2CCCCC2)C1=O (stereo not given),8%,0%,·,-6%,0%,-19%,·,4%,0%
CCc1ccc2c(c1)NC(c1cccnc1)=NC(c1ccc(C(C)(C)C)cc1)=N2,-3%,-4%,·,-7%,·,·,-11,10%,-23%
O=C(CSc1nnc(CNC(=O)c2ccccc2)o1)NCC1CCCO1 (stereo not given),-5%,0%,18%,0%,-2%,-19%,-3,?,-3%
CCOc1ccc(CCNC(=O)C2CCCN(S(=O)(=O)c3c(C)n[nH]c3C)C2)cc1OCC (stereo not given),?,1%,-8%,13%,0%,0%,0,3%,-4%

# Grouped by structure: the entries above with a tert-butyl group.
SMILES,POLI inh,Pol kappa inh,APE1 inh,BLM helicase inh,Tb PGK inh,Pol eta inh,RXFP1 antagonist,Pol beta inh,Apoferritin bind
CC(=O)Nc1ccc(SC[C@H](C)CN2CC[C@H](C(C)(C)C)CCC2=O)cc1,8%,9%&-5%,-25%,·,-8%,-20%,·,·,·
CCc1ccc2c(c1)NC(c1cccnc1)=NC(c1ccc(C(C)(C)C)cc1)=N2,-3%,-4%,·,-7%,·,·,-11,10%,-23%
